# D1 ag: agonists of human D1 dopamine receptor | P21728 | activation, % at 2 µM | 360,000 compounds, 1% hits | HEK293 T-REx D1 cells, calcium flux, agonist mode; in the data active means activation above about 30%; further: 0% is about no effect
#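 Inducible HEK293 T-REx D1 cells, force-coupled to calcium signalling, were plated at 4000 cells/well with tetracycline and held overnight at 30 C. After no-wash calcium dye loading, compound-evoked calcium rise over 180 s flagged agonists.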
# TRHR enhancer: TRH receptor (human) allosteric enhancement; TRHR cells, fluo-8 calcium fluorescence, EC20 TRH enhancement; enhancement, % at 2 µM; 360,000 compounds, 0.66% hits; in the data active means enhancement above about 30%; further: 0% is about no effect
# Target sequence (P34981 whole entry, looked up): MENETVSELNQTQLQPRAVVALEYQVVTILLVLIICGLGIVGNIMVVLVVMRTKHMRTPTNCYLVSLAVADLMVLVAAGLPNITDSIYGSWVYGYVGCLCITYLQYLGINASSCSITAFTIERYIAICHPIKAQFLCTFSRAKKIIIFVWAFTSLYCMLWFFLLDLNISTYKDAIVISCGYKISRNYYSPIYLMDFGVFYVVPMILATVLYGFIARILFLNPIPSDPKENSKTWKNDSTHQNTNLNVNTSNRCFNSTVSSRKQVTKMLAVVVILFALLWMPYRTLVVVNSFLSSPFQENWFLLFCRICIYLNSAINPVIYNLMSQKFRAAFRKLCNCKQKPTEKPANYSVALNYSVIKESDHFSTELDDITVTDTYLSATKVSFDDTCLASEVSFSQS
#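 TRHR-expressing cells loaded with fluo-8 calcium dye were read kinetically (ex 480/em 530) during compound addition, then stimulated with an EC20 of TRH (10 nM final). Enhancement of the Gq-mediated intracellular calcium response was scored.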
# D2 ag: agonists of human D2 dopamine receptor. P14416. HEK293 T-REx D2 cells, calcium flux agonist mode. activation, % at 2 µM. 340,000 compounds, 0.53% hits. AID 485358;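 active means activation over 3 SD above normal in the single-dose calcium agonist read, cut at about 30% in these data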; further: 0% is about no effect
# Target sequence (P14416 whole entry, looked up): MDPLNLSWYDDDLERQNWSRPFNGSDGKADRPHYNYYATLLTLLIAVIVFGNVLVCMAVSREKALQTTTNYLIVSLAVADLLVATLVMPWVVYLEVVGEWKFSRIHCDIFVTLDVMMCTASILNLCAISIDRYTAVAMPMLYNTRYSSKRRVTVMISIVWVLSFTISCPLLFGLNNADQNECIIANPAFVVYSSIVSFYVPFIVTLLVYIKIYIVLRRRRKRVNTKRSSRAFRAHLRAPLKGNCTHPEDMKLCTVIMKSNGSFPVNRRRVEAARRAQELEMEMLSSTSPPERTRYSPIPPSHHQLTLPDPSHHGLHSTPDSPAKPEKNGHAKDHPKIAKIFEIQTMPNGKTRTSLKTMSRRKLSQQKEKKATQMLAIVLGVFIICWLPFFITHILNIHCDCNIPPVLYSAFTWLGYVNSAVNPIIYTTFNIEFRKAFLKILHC
#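 In this primary screen, compounds producing a positive calcium signal within 180 s of addition to tetracycline-induced, force-coupled HEK293 Trex D2 cells are flagged; cells are dye-loaded with a no-wash calcium kit beforehand.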
# RXFP1 antag: antagonists of human relaxin receptor RXFP1. AID 1259400. HEK293-RXFP1, relaxin-stimulated cAMP HTRF, 30 min; stronger effect = lower value. 350,000 compounds, 0.59% hits. Q9HBX9. activity change, negative = inhibition, % at 57.5 µM;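 active means activity change of -60% or lower, but not beyond a set lower limit; inconclusive means change between -60% and -40%, or beyond the set limit; inactive means change above -40%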; further: on the % scale 0 is the no-effect control and ±100 the full control effect
# D2 antag: antagonizes the human D2 dopamine receptor. P14416. HEK293 TREx D2 cells, calcium flux, dopamine EC80. inhibition, % at 10 µM. 340,000 compounds, 2% hits. AID 485344; in the data active means inhibition above about 30%; further: 0% is about no effect
#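 Antagonism is scored as inhibition of an EC80 dopamine-evoked calcium signal in a force-coupled, tetracycline-inducible HEK293 T-REx D2 line, with compound present 180 s before agonist.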
# D1 antag: human D1 dopamine receptor antagonism; HEK293 TREx D1 cells, calcium flux, dopamine EC80; stronger effect = lower value; AID 504652; activity change, negative = inhibition, % at 10 µM; P21728; 360,000 compounds, 3.2% hits; in the data active means activity change below about -30%; further: on the % scale 0 is the no-effect control and ±100 the full control effect
#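 Compound effects on dopamine-evoked calcium signalling were measured in tetracycline-induced HEK293 Trex D1 cells. Dopamine at EC80 followed a 180 s compound pre-read, and fluorescence was tracked kinetically for 180 s more.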
# D2 potentiator: D2 dopamine receptor (human) potentiation; HEK293 T-REx D2, calcium flux, EC20 dopamine potentiation; potentiation, % at 10 µM; 340,000 compounds, 0.34% hits; AID 485347;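 active means potentiation over 3 SD above the plate norm, cut at about 30% in these data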; further: 0% is about no effect
#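 Tetracycline-induced Hek293 Trex D2 cells, force-coupled to calcium, loaded with no-wash calcium dye. Compound added with 180 s kinetic read for agonism, then EC20 dopamine and a further 180 s read for potentiation.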
# D1 PAM: enhances dopamine response at the human D1 receptor | P21728 | HEK293 TREx D1 cells, calcium flux, dopamine EC20 potentiation | potentiation, % at 10 µM | 360,000 compounds, 0.036% hits | AID 504651; in the data active means potentiation above about 30%; further: 0% is about no effect
# RXFP1 ag: RXFP1 (human) receptor agonism; Q9HBX9; HEK293T-RXFP1 cAMP TR-FRET, 30 min; response scale: percent of porcine relaxin response, buffer zero; Potency, µM (doses to about 57.5 µM), for the others: top-dose activation, actives largely listed as activators; 370,000 compounds, 0.3% hits; AID 2676; active means well fitted activation curve with a large enough effect; inconclusive means small, poorly fitted or top-dose-only effect; further: potency means the concentration at half of the fitted maximal effect; on the % scale 0 is the no-effect control and ±100 the full control effect; nearly all actives have a fitted effect of over 60% in size; many of its hits are not listed in these tables
#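 cAMP rise read by TR-FRET after 30 min, 37C compound exposure (up to 58 uM) in RXFP1-transfected HEK293 cells with Ro 20174 present. EC50 from Hill-equation fits, with 29 nM porcine relaxin as 100% and buffer as basal.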
# Numbers without * were called inactive; ? = inconclusive; . = not tested or not shown; & = joins results of further samples; ! = repeats disagree. These rows are one share of the data. The share of hits here may be higher or lower than overall.
# Field names: A = D1 ag; B = TRHR enhancer; C = D2 ag; D = RXFP1 antag; E = D2 antag; F = D1 antag; G = D2 potentiator; H = D1 PAM; I = RXFP1 ag
Cc1cccc(C2Nc3ccccc3C(=O)N2NC(=O)c2ccc([N+](=O)[O-])cc2)n1 (stereo not drawn)
  A = 0	B = 3	C = 2.2	D = 4	E = -14	F = 16	G = 22	H = 5	I = 0.7%

CSc1ncccc1C(=O)OCC(=O)NC1CCCCC1
  A = -1	B = -11	C = 0.1	D = 10	E = 9	F = -21	G = -5	H = -11	I = 1.0%

O=C(O)CCCn1cc(NC(=O)COc2ccccc2F)cn1
  A = 8&1	B = 1&1	C = 0.9&0.8	D = -5&0	E = -5	F = -39*!	G = 2&5	H = 1	I = -1.2%&-1.2%

COc1cccc(-c2nc(CS(=O)(=O)CC(=O)N3CCN(C4CCCCC4)CC3)c(C)o2)c1
  A = 3	B = -3	C = -0.2	D = 0	E = -5	F = 13	G = -3	H = -7	I = 0.1%

O=C(NC1CCCC1)c1cc2c(ccc3ccccc32)o1
  A = 5	B = 0	C = 1.1	D = -25	E = -7	F = -27	G = -7	H = -5	I = 1.3%

COc1cc(OC)c(OC)cc1CN1CCCC(C(=O)c2ccccc2SC)C1 (stereo not drawn)
  A = 3	B = -21	C = 0.5	D = -19	E = 20	F = -2	G = -42	H = -5	I = -2.3%

O=C(NCCOC(=O)c1ccc(Cl)cc1)c1cccnc1
  A = 2	B = -4	C = 0.2	D = 3	E = 3	F = -2	G = -5	H = 1	I = 0.3%

Cc1nc(SCC(=O)c2cc3ccccc3oc2=O)c(C#N)c(-c2ccccc2)c1C(=O)Nc1ccccc1
  A = 2	B = 2	C = 1.9	D = 3	E = -6	F = 0	G = 12	H = 3	I = 2.4%

Cc1ccc(NC(=O)c2cc(S(=O)(=O)N3CCCC3)cn2C)cc1
  A = 0	B = -1	C = .	D = 3	E = .	F = 9	G = .	H = -5	I = 0.0%

COC(=O)CSc1nnc(-c2sc3ccccc3c2Cl)o1
  A = 9	B = 4	C = 0.1	D = -12	E = -3	F = -19	G = -3	H = -1	I = 4.7%

COc1cccc(CN2CCN(CCCc3ccccc3)C(CCO)C2)c1O (stereo not drawn)
  A = -3	B = 4	C = -0.2	D = -4	E = 7	F = 24	G = -10	H = -7	I = 0.3%

O=C(COC(=O)/C=C/c1ccc(Cl)cc1)Nc1ccc2c(c1)OCCO2
  A = 2	B = -4	C = -0.5	D = .	E = 4	F = 2	G = -18	H = 5	I = 0.4%

CNC1=CC(=O)CC(c2ccccc2)C1 (stereo not drawn)
  A = 3	B = -4	C = 4.0	D = -2	E = 4	F = -7	G = 12	H = 0	I = 0.1%

CC(C)(O)CC[C@@H](O)[C@](C)(O)C1CC[C@@]2(O)C3=CC(=O)[C@]4(O)C[C@@H](O)[C@@H](O)C[C@]4(C)C3CC[C@]12C (stereo partly drawn)
  A = 1	B = 0	C = 0.5	D = .	E = 7	F = -33*	G = 14	H = 6	I = -1.5%

Cn1c(N)c(S(=O)(=O)NCc2ccccc2Cl)c(=O)n(C)c1=O
  A = 0	B = 12	C = 0.1	D = 17	E = 1	F = 15	G = 24	H = -7	I = 1.6%

CCc1ccccc1Nc1nc(N)nc(CSCC(=O)Nc2ccc(C)c(C)c2)n1
  A = -1	B = 1	C = -0.8	D = 3	E = 2	F = 11	G = 10	H = 2	I = -0.2%

CC(=O)c1cccc(NC(=O)CSc2ccc(-c3ccco3)nn2)c1
  A = 1	B = -1	C = -1.4	D = -19	E = 10	F = -56*	G = 1	H = -9	I = 8.9%

CCOP(=O)(c1ccc(N(C)C)cc1)C(O)c1ccccc1F (stereo not drawn)
  A = 0	B = 7	C = 0.7	D = 0	E = -14	F = 6	G = -5	H = -2	I = -1.6%

O=C(CSc1ccccc1)NCc1ccccn1
  A = 3	B = 0	C = 0.4	D = -29	E = 4	F = 8	G = 2	H = -5	I = -0.1%

C#CCOCCOCCOCCNc1nc(OC)nc(N2CCN(C(=O)[C@H](CCC(=O)O)n3cc(C(N)CO)nn3)CC2)n1 (stereo partly drawn)
  A = 1	B = 0	C = 0.5	D = .	E = 7	F = -10	G = 8	H = -2	I = -1.5%

O=C(O)c1ccccc1CSc1nc2ccccc2[nH]1
  A = 4	B = 3	C = 1.1	D = 7	E = 12	F = -8	G = 13	H = -6	I = -0.7%

COc1ccc(OC)c(/C=C2\SC(=S)N(Cc3cccnc3)C2=O)c1
  A = 48*	B = 8	C = 10	D = 16	E = 10	F = 23	G = -2	H = 4	I = 2.1%

COCCNC(=O)c1ccccc1NC(=O)c1ccccc1SC
  A = 2	B = 3	C = 0.2	D = -12	E = -10	F = 1	G = 2	H = 10	I = 3.0%

COc1ccc(CCNC(=O)C2CC(=O)N(c3ccc(Br)cc3)C2)cc1OC (stereo not drawn)
  A = 0	B = 0	C = -0.4	D = 0	E = -3	F = 3	G = 5	H = -3	I = 0.7%

COc1cccc(N2CCN(C(=S)Nc3cccc(C)c3)CC2)c1
  A = 8	B = 0	C = 0.1	D = 0	E = -9	F = -4	G = 8	H = -1	I = 0.9%

COc1ccc(-c2oc(=O)c3cc(OC)c(OC)cc3c2-c2cc(F)cc(OC)c2)cc1
  A = -2	B = -3	C = 0.7	D = .	E = 2	F = .	G = 15	H = 1	I = 1.3%

O=C(c1cc2c(s1)CCCC2)N1CCN(C(=O)C2CCCO2)CC1 (stereo not drawn)
  A = 2	B = 5	C = -0.4	D = 25	E = -3	F = -5	G = 4	H = 1	I = -0.2%

COc1ccc(S(=O)(=O)N2CCOC2CNC(=O)C(=O)NCCN(C)C)cc1 (stereo not drawn)
  A = 5	B = -13	C = 0.1	D = 0	E = 23	F = 5	G = 0	H = 2	I = -3.4%

CCOC(=O)c1c(C)[nH]c(CCC(=O)NCc2cccc(C)c2)c1C
  A = 0	B = -3	C = -0.6	D = -16	E = .	F = -15	G = 12	H = -3	I = 2.9%

Cc1cc(C)c(C#N)c(N2CCN(S(=O)(=O)Cc3ccccc3)CC2)n1
  A = 5	B = -4	C = -1.8	D = 8	E = -13	F = -21	G = 12	H = -7	I = 1.6%

Oc1ccccc1/C=N/n1cnn(Cc2ccccc2Cl)c1=S
  A = 4	B = -2	C = -1.2	D = -14	E = -9	F = -17	G = -11	H = -6	I = 4.0%

COc1ccc(CNCc2ccncc2)c(OC)c1
  A = 6	B = -5	C = 0.4	D = 1	E = -3	F = -10	G = -1	H = 4	I = 0.7%

CN1CCN(Cc2nc3c(c(=O)[nH]c(=O)n3C)n2Cc2c(F)cccc2Cl)CC1
  A = 1	B = -5	C = -1.7	D = .	E = -5	F = 9	G = 2	H = -13	I = 0.3%

COc1ccccc1C1(O)C(=O)Nc2ccc(C)cc21 (stereo not drawn)
  A = 0	B = -5	C = -0.5	D = -6	E = 11	F = -5	G = -10	H = 3	I = 1.2%

COc1ccc(-c2cc(CNC(C)=O)on2)cc1
  A = 3	B = 2	C = 0.0	D = -1	E = 18	F = -8	G = -12	H = 2	I = -1.2%

O=C(CCN1c2ccccc2Sc2ccccc21)OCc1nnc(-c2ccccc2)o1
  A = 1	B = -4	C = .	D = -11	E = .	F = 4	G = -8	H = -6	I = 2.7%

O=C(NCc1ccco1)c1ccc(S(=O)(=O)N2CCCCC2)cc1
  A = 1	B = -5	C = -0.4	D = 4	E = 11	F = 2	G = 9	H = -4	I = 16%

O=C(c1ccco1)n1nc(-c2ccc(Cl)cc2)nc1NCc1ccc(F)cc1
  A = 1	B = -4	C = -0.1	D = .	E = .	F = -14	G = 5	H = -2	I = 1.8%

Cc1ccc(S(=O)(=O)NN2C(=O)c3ccccc3NC2C)cc1 (stereo not drawn)
  A = 0	B = 4	C = 0.7	D = 3	E = -3	F = 13	G = 2	H = -3	I = 1.2%

COc1ccc(NC(=O)CSc2nnc(-c3nonc3NC(C)=O)n2-c2ccccc2)cc1
  A = -2	B = 1	C = .	D = 5	E = .	F = -46*	G = 0	H = 1	I = -0.1%

Cc1nnc(SCc2cc(=O)[nH]c(/N=C(\N)Nc3ccccc3)n2)s1
  A = 0	B = 2	C = -0.4	D = -17	E = -2	F = -14	G = -14	H = -11	I = -1.7%

O=C(O)/C(=C\c1cccs1)c1ccc(F)cc1
  A = 2	B = -1	C = 0.1	D = -3	E = 13	F = 1	G = 17	H = -4	I = -0.2%

Cc1ccc(C)c(N2CCN(C(=O)Cc3c(C(=O)O)c(C)cn3C)CC2)c1
  A = -1	B = 6	C = 0.2	D = 1	E = .	F = 3	G = 10	H = -2	I = -0.8%

CC(=O)Nc1ccc(C(=O)OCc2ccccc2Cl)cc1
  A = 5	B = 2	C = -0.6	D = -2	E = 3	F = -14	G = -2	H = -11	I = -1.3%

COc1cc(O)ccc1-c1nc2cc(C)ccn2c1Nc1ccccc1C
  A = -1	B = 3	C = 0.2	D = -26	E = .	F = 3	G = 6	H = -1	I = 13%

CCOC(=O)N1CCc2c(sc(NCc3ccc(OC)c(Br)c3)c2C(=O)Nc2cc(OC)ccc2OC)C1
  A = 2	B = -3	C = 0.1	D = ?	E = .	F = -2	G = 7	H = -4	I = 0.3%

O=c1nc2s/c(=C\c3ccco3)c(=O)n2nc1Cc1ccc(F)cc1
  A = 2	B = 5	C = 1.0	D = 6	E = 35*	F = 5	G = 6	H = -1	I = -0.6%

O=S(=O)(N/N=C/c1ccc(Cl)cc1)c1ccc(Cc2ncc(C(F)(F)F)cc2Cl)s1
  A = -2	B = 1	C = -0.1	D = -4	E = 4	F = .	G = -2	H = -2	I = 0.6%

CCN(CC)c1ccc(NC(=O)COC(=O)CCC(=O)c2ccc(F)cc2)cc1
  A = 3	B = -3	C = 0.8	D = -7	E = -58	F = 0	G = 0	H = -3	I = -0.8%

COc1ccc(NC(=O)c2ccco2)cn1
  A = -3	B = 0	C = -0.2	D = -12	E = 3	F = -3	G = 10	H = -2	I = 0.2%

COc1ccc(C2CCCN2C(=O)Nc2ccc(C)c(C)c2)cc1OC (stereo not drawn)
  A = 0	B = -6	C = 0.0	D = .	E = 0	F = -6	G = 4	H = .	I = 0.1%

COc1ccc(CNC2CCN(Cc3ccccc3)CC2)cc1
  A = 32*	B = -3	C = -2.7	D = 8	E = -14	F = 19	G = 6	H = -8	I = 0.2%

CCN(CC)CCOc1nc(C)nc2c1oc1ccccc12
  A = 3	B = 6	C = 0.9	D = -11	E = -20	F = -19	G = -8	H = -2	I = 1.7%

O=C(COC(=O)C1CCN(/C=C/C(=O)C(F)(F)F)CC1)Nc1cccc(F)c1
  A = 3	B = -3	C = 1.2	D = -7	E = -5	F = -2	G = 1	H = -5	I = -1.7%

# Single entries from the list.
# CCN(CC)c1ccc(NC(=O)COC(=O)CCC(=O)c2ccc(F)cc2)cc1 – D1 ag = 3
# O=C(COC(=O)C1CCN(/C=C/C(=O)C(F)(F)F)CC1)Nc1cccc(F)c1 – D2 antag = -5
# CCN(CC)CCOc1nc(C)nc2c1oc1ccccc12 – TRHR enhancer = 6
